Compound activity: PubChem, several laboratories
HTRA1 inhibitor: HTRA1 serine protease inhibitors, primary screen, biochemical, fluorescence polarization, HTS; Q92743; recombinant HTRA1, FP-rhodamine activity-based probe; inhibition, % at 5.96 µM; hit rate 0.5% among 340,000; in the data active = inhibition above about 36%;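 also: 0% = enzyme with DMSO and 100% = wells lacking enzyme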
PRMT1 inh: PRMT1 methyltransferase inhibitors, primary screen, biochemical, fluorescence polarization | AID 652257, 2013 | recombinant PRMT1, activity-based probe fluorescence polarization | hit rate 1.3% among 370,000 | Protein arginine N-methyltransferase 1 (Homo sapiens), Q99873 | inhibition, % at 2.79 µM;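 active = inhibition above about 21% made by adding two undisclosed values, limit read from the data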
Target sequence (Q99873 whole entry, looked up): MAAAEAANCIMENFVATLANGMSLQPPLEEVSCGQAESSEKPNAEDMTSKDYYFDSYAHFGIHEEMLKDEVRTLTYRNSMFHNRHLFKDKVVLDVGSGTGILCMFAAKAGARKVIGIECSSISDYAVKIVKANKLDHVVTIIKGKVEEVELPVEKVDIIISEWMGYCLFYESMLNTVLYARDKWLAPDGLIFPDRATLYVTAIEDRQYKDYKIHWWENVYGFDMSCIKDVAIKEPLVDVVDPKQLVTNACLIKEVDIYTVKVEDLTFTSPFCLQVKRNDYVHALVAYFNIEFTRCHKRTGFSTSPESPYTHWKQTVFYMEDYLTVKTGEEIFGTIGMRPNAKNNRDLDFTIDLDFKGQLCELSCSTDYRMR
MBD2 DNA inh: inhibitors of MBD2 binding to methylated DNA, primary screen, biochemical, TR-FRET, DNA-binding domain, human. Methyl-CpG-binding domain protein 2 (Homo sapiens), Q9UBB5. MBD2 binding to methylated oligonucleotide. inhibition, % at 4.4 µM. hit rate 0.31% among 370,000; in the data active = inhibition above about 13%
NPR2 activator: human GC-B receptor activators, primary screen, HEK293 GC-B cells, cGMP TR-FRET, EC30 CNP; Atrial natriuretic peptide receptor 2 (Homo sapiens), P20594; 0% at EC30 CNP, 100% saturating CNP; activation, % at 10 µM; hit rate 0.11% among 370,000; AID 1920062, 2024;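 active = activation at 10 µM reaching about 35% in either raw or pattern-adjusted values, limit read from the data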
LEDGF integ inh: blockers of LEDGF/p75-dependent integrase strand transfer – biochemical, TR-FRET, high throughput, primary screen; hit rate 0.64% among 370,000; AID 743269, 2014; inhibition, % at 3.7 µM; TR-FRET IN-LEDGF/p75 DNA integration, Eu/Cy5; HIV-1 integrase (with human LEDGF/p75);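 active = inhibition above the screen-wide mean plus 3 SD, cut at about 13% in these data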;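 also: signal is the Cy5 over europium emission ratio at 671 and 618 nm; 0% = plate median of compound wells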
rCAG binder: binders of r(CAG) RNA repeats, primary screen, biochemical, fluorescence; r(CAG) RNA repeat, TO-PRO-1 dye displacement fluorescence; inhibition, % at 3 µM; hit rate 1.3% among 370,000;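 active = inhibition above the plate cutoff, the mean of all test compounds on that plate plus 3 SD, cut at about 35% in these data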;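 also: 0% = DMSO alone and 100% = 100 µM mitoxantrone as full dye displacement; higher means more dye released from RNA so lower well fluorescence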
TCR-CD3 inh: inhibitors of human TCR-CD3 interaction, primary screen, biochemical, fluorescence, TAMRA-labeled TCR probe | hit rate 0.37% among 360,000 | T-cell receptor (TCR) | AID 651800, 2012 | inhibition, % at 9.4 µM; in the data active = inhibition above about 19%;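 also: recombinant mutant TCR 2C K166C tagged with TAMRA read by polarization; 0% = receptor in buffer alone and 100% = receptor with positive control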
SIAE inh: human SIAE inhibitors, primary screen, biochemical, fluorescence polarization, FP-Rh probe, 1536-well HTS | Sialate O-acetylesterase (Homo sapiens), Q9HAT2 | hit rate 0.69% among 370,000 | inhibition, % at 9.66 µM | SIAE FP-Rh probe binding;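 active = inhibition above a cutoff: mean of compounds within the control limits plus 3 SD of those, cut at about 17% in these data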;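 also: 0% = plate median of compound wells and 100% = probe without SIAE protein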
ABHD4 inh: ABHD4 inhibitors, primary screen, biochemical, fluorescence polarization, mouse; hit rate 0.54% among 370,000; (Lyso)-N-acylphosphatidylethanolamine lipase (Mus musculus), Q8VD66; purified mABHD4, FP-Rh probe fluorescence polarization; inhibition, % at 8.92 µM;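 active = inhibition exceeding the mean over every tested compound plus 3 SD, cut at about 30% in these data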;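 also: 0% = plate median of compound wells and 100% = S159A mutant with DMSO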
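System: mouse ABHD4 enzyme, wild type / Medium: HEPES pH 7.0, NaCl, Pluronic buffer / Reagent: FP-Rh activity-based fluorescent probe / Control set: S159A mutant high control, sample median low control / Detection: fluorescence polarization with parallel and perpendicular emission, 525/598 nm / Schedule: 45 min + 60 min at 25 °C / Compound dosing: 8.92 µM, single dose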
TDP2 inh: human TDP2 enzyme inhibitors, primary screen, biochemical, epi absorbance, recombinant enzyme; T5PNP hydrolysis, p-nitrophenol absorbance 415 nm; inhibition, % at 12.8 µM; hit rate 0.34% among 370,000;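 active = inhibition above the mean of all tested compounds plus 3 SD, set per campaign, cut at about 25% in these data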;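 also: 0% = DMSO with enzyme and 100% = buffer with substrate but no TDP2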
Target sequence (O95551 whole entry, looked up): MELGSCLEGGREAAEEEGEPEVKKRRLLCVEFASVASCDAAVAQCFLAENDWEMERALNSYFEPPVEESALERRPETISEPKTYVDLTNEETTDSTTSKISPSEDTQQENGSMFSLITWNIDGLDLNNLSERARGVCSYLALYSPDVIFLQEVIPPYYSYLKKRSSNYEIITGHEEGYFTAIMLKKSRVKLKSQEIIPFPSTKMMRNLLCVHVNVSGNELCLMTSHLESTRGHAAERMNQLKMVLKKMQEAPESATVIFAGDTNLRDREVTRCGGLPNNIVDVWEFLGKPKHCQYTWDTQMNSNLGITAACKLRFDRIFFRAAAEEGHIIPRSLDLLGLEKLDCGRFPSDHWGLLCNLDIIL
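System – recombinant human TDP2 · Quantity – TDP2 enzyme at 120 nM final · Doses – single concentration, 12.8 µM nominal, with 1% DMSO · Incubation – 2 h at 37 °C · Measured by – epi absorbance of p-nitrophenol freed from T5PNP by hydrolysis · Read-out – % inhibition relative to enzyme-containing and enzyme-free wells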
Numbers without * were called inactive; . = no result given. Some of the compounds tested; count on the stated rates, not on these rows.

nr	Molecule	ABHD4 inh	TCR-CD3 inh	LEDGF integ inh	NPR2 activator	SIAE inh	MBD2 DNA inh	rCAG binder	PRMT1 inh	HTRA1 inhibitor	TDP2 inh
1	O=C(CCCN1C(=O)c2ccccc2C1=O)Nc1ccccn1	4	-2	-2	2	-2	-8	-3	-1	5	-3
2	COc1ccc(Cl)cc1NC(=S)NC(=O)c1ccc2c(c1)OCO2	-4	-9	-7	-4	2	4	-1	3	0	0
3	Cc1cc(C)c(C)c(S(=O)(=O)NCC(=O)O)c1C	1	-3	-1	-4	1	-2	4	1	1	-8
4	O=C1c2ccccc2NC(c2ccc(-c3ccc(C(F)(F)F)cc3)o2)N1O (centres undefined)	-9	2	-3	0	-1	-1	13	7	19	-3
5	COc1cc2c(cc1OC)C(C)N(C(=O)c1cc3c(s1)-c1c(C)cccc1OC3)CC2 (centres undefined)	-5	-4	1	5	-11	0	9	2	-50	-10
6	O=C(Nc1cccc(Cl)c1)Nc1nnc(-c2ccccc2)o1	-3	3	2	2	-1	4	-2	-3	5	2
7	Cc1cccc(Nc2ncnc3ccc(Br)cc23)c1	-21	-13	-3	0	-10	-6	2	-1	-15	-13
8	CCc1noc(C)c1C(=O)N1CCN(c2cccc(C)c2C)CC1	-3	-3	4	4	3	0	-7	-3	1	-11
9	O=C1CC(C(=O)N2CCC(N3CCC(C(=O)NC4CC4)CC3)CC2)c2ccccc21 (centres undefined)	-9	-9	3	1	-7	2	2	0	-3	-3
10	O=C(Cn1cc(C(=S)N2CCOCC2)c2ccccc21)N1CCOCC1	-1	1	0	-4	0	-3	2	-2	4	0
11	O=C1CCC(CCC(=O)N2CCCC(C(=O)c3cccc(C(F)(F)F)c3)C2)=NN1 (centres undefined)	3	7	-1	6	7	-1	-5	-1	14	7
12	O=S1(=O)N[C@H](Cc2ccccc2)COc2cc(N3CCCC3)ccc21	3	.	0	-3	3	-2	3	-5	.	0

Rewritten with values under each structure: four of the compounds above
Order of results – ABHD4 inh, TCR-CD3 inh, LEDGF integ inh, NPR2 activator, SIAE inh, MBD2 DNA inh, rCAG binder, PRMT1 inh, HTRA1 inhibitor, TDP2 inh
6	O=C(Nc1cccc(Cl)c1)Nc1nnc(-c2ccccc2)o1
    -3, 3, 2, 2, -1, 4, -2, -3, 5, 2
10	O=C(Cn1cc(C(=S)N2CCOCC2)c2ccccc21)N1CCOCC1
    -1, 1, 0, -4, 0, -3, 2, -2, 4, 0
12	O=S1(=O)N[C@H](Cc2ccccc2)COc2cc(N3CCCC3)ccc21
    3, ., 0, -3, 3, -2, 3, -5, ., 0
5	COc1cc2c(cc1OC)C(C)N(C(=O)c1cc3c(s1)-c1c(C)cccc1OC3)CC2 (centres undefined)
    -5, -4, 1, 5, -11, 0, 9, 2, -50, -10

The main list resumes, repeating the four entries before the break.
nr	Molecule	ABHD4 inh	TCR-CD3 inh	LEDGF integ inh	NPR2 activator	SIAE inh	MBD2 DNA inh	rCAG binder	PRMT1 inh	HTRA1 inhibitor	TDP2 inh
9	O=C1CC(C(=O)N2CCC(N3CCC(C(=O)NC4CC4)CC3)CC2)c2ccccc21 (centres undefined)	-9	-9	3	1	-7	2	2	0	-3	-3
10	O=C(Cn1cc(C(=S)N2CCOCC2)c2ccccc21)N1CCOCC1	-1	1	0	-4	0	-3	2	-2	4	0
11	O=C1CCC(CCC(=O)N2CCCC(C(=O)c3cccc(C(F)(F)F)c3)C2)=NN1 (centres undefined)	3	7	-1	6	7	-1	-5	-1	14	7
12	O=S1(=O)N[C@H](Cc2ccccc2)COc2cc(N3CCCC3)ccc21	3	.	0	-3	3	-2	3	-5	.	0
13	O=C(NCCc1ccc(Cl)cc1)C1CCN(S(=O)(=O)N2CCC3(CC2)OCCO3)CC1	-6	-1	0	2	-12	6	-7	5	-7	-1
14	COc1ccccc1CNC(=O)c1cccc(S(=O)(=O)N2CCN(C)CC2)c1	-3	-3	0	4	-1	7	-2	-2	2	2
15	CC(C)(C)c1ccc(NC(=O)Nc2ccc(OCC(=O)N3CCOCC3)cc2)cc1	3	3	4	1	1	5	-2	-3	0	-7
16	O=C(Nc1ccc2c(c1)C(=O)OC2)c1ccc(Cl)cc1Cl	-2	2	6	-3	-7	-6	1	1	3	2
17	CCc1ccc(NC(=O)CCn2cccc2)cc1	2	4	0	3	0	3	6	2	-4	-14
18	Cc1ccc(Cn2cc(-c3ccccc3)nn2)cc1	-5	2	-2	1	-3	3	-4	-2	-16	0
19	CC(=O)Nc1ccc(Oc2nc(C)cc(C)n2)cc1	4	0	-1	1	-3	6	-1	-1	3	6
20	COc1cc(/C=C/C(=O)OCC(=O)NC(=O)NC(C)(C)C)ccc1OCC#N	4	-1	-2	3	-10	-5	-5	1	-7	7
21	COc1cc(N=CC2=C(O)c3ccccc3C2=O)cc(OC)c1	8	-3	-2	2	5	7	8	-1	-4	-6
22	CN(CC(=O)N1CCc2ccccc21)S(=O)(=O)c1cccc2cccnc12	5	-2	-2	5	5	2	1	3	1	-5
23	CC(=O)Oc1ccc(C(=O)OCC(=O)c2c(N)n(C)c(=O)n(C)c2=O)cc1OC(C)=O	46*	0	-9	-2	5	-1	-2	0	13	-4
24	CCCc1nc2ccc(C)cn2c1Cc1ccccc1	-1	0	0	-13	1	11	5	-1	.	0
25	CC(=O)Nc1ccc(NS(=O)(=O)c2ccc3ccccc3c2)cc1	-5	8	12	4	1	-2	0	0	0	11
26	COc1ccc2[nH]c3c(=O)n(Cc4ccc(C(=O)NCC5CCCO5)cc4)c(=S)[nH]c3c2c1 (centres undefined)	21	6	-4	12	-9	9	15	1	-2	6
